Cneo AK release – Cryptococcus neoformans lysis via adenylate kinase release. C. neoformans lysis, adenylate kinase release luminescence, 4 h; normalised: neutral wells 0, clomiphene wells 100. lysis activity, % at 15 µM. actives 0.2% (n = 360,000);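 active = mean lysis activity across replicates of at least 80%, whatever share of replicates individually reach that level; inactive = mean lysis activity below 80%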
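Test system: log-phase Cryptococcus neoformans yeast cells. Input: 5 × 10^6 yeast cells/mL. Medium: fresh YPD growth medium. Doses: single dose. Incubation: static 4 h at 37 °C with compound, 1 h detection. Measured by: luminescent adenylate kinase detection reagent. Read-out: signal increase indicating cell lysis. Benchmarks: Clomiphene.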
S100A4 MyoIIA – blocks human S100A4 binding to myosin IIA peptide; AID 652163; inhibition, % at 10.7 µM; S100A4/TAMRA-MyoIIA peptide fluorescence polarization; actives 0.14% (n = 360,000);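 active = mean inhibition of at least 70% across replicates, with every replicate also reaching that level; inconclusive = mean inhibition reaches 70% but some replicates fall short; inactive = mean inhibition below 70%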
Target sequence (P26447 whole entry, looked up): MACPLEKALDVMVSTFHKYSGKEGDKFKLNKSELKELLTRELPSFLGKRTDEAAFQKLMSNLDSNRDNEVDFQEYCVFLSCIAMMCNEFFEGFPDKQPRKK
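Test system – S100A4 monomer (human) · Compound – single-point compound testing · Schedule – 5 min incubation before reading · Probe or stimulus – TAMRA-labelled myosin IIA heavy-chain peptide probe, 5 nM · Benchmarks – neutral control DMSO, positive control TFP · Medium – Calcium-containing HEPES buffer, pH 7.2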
XiGFP reactiv – reactivates the inactive X chromosome in mouse fibroblasts; XiGFP mouse fibroblasts, % GFP-positive cells imaging, 3 d; cells co-treated with 5-aza-dC sensitizer; scaled so ellipticine positive control = 100%; actives 0.055% (n = 360,000); activation, % at 7.58 µM; AID 743238;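 active = mean normalized replicate activation at least 10% and every replicate at or above 10%; inconclusive = only one of the two criteria met; inactive = mean below 10% and not all replicates reach 10%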;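 also: 0% = median of on-plate neutral control wells and 100% = ellipticine 6 µM median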
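Assay system: SV40-immortalized XiGFP fibroblast cells, line 68-5-11; buffer or medium: DMEM plus 5-aza-dC sensitizer; compound: one concentration, pinned; timing: compounds 3 days, fix/stain 15 min at room temperature; benchmarks: positive control ellipticine, 6 µM final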
ERAP1 HTS inh – ERAP1 (human) enzyme inhibition | Q9NZ08 | recombinant ERAP1, Leu-AMC fluorescence, 60 min | inhibition, % at 10.7 µM | actives 0.15% (n = 340,000) | AID 652197;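 active = mean replicate inhibition of at least 30%, or all replicates individually reaching that 30% level; inactive = mean below 30% and not every replicate reaching it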;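 also: 0% = neutral control wells and 100% = L-leucinethiol positive control wells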
Target sequence (Q9NZ08 whole entry, looked up): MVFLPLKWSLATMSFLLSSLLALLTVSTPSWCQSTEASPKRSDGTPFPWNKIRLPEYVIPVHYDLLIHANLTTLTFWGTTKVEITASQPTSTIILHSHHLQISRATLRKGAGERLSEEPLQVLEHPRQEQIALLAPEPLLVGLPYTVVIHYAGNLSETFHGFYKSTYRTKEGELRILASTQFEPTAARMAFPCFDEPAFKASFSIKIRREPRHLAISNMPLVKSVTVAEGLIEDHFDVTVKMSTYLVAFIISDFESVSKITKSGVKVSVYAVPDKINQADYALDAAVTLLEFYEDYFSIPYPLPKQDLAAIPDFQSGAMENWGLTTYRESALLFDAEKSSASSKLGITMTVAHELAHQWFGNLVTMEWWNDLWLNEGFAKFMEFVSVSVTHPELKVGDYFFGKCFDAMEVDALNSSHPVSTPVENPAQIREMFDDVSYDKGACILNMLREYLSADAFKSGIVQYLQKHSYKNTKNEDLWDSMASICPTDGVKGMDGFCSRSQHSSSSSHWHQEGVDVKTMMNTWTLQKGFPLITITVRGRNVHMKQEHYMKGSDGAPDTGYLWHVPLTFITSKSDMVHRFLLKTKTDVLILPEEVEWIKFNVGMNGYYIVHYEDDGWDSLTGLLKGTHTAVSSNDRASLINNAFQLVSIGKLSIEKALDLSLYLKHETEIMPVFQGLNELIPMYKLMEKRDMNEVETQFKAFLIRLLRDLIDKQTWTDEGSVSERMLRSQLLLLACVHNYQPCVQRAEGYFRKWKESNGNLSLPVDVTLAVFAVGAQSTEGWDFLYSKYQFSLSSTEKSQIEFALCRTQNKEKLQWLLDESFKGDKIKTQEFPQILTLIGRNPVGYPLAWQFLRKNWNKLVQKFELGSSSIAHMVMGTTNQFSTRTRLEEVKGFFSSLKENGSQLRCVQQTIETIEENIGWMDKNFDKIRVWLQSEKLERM
SIRT5 block – sirtuin-5 (human) deacylase inhibition. inhibition, % at 15 µM. Purified SirT5, succinyl-peptide AMC, trypsin-coupled fluorescence. actives 1.1% (n = 330,000). AID 652115; in the data active = inhibition above about 15%; inconclusive = no clear call, values can overlap the other calls
PGC1a acetyl inh – modulators of PGC1a acetylation; U2OS PGC1a acetylation, AlphaScreen anti-acetyl-lysine; with virally co-expressed GCN5 acetyltransferase; inhibition, % at 15.6 µM; AID 651687; actives 0.17% (n = 350,000);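 active = every replicate shows inhibition of at least 40%; inconclusive = mean inhibition at least 40% but some replicate below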;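 also: 0% = neutral control wells and 100% = positive control wells; some results beyond the cut were filed as inactive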
LGR2 inh – blocks bursicon-induced cAMP signaling via Drosophila LGR2 | HEK293 LGR2, CRE-luciferase, bursicon-stimulated, 4 h | inhibition, % at 9.99 µM | actives 0.35% (n = 380,000) | AID 720647;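 active = drop in luminescence signal, shown as inhibition above about 50% in the replicate tests, limit read from the data, passing the limit was not always enough; inconclusive = probably only some replicates passing the limit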;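 also: agonist challenge used bursicon conditioned medium at about half maximal strength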
C2C12 statin – suppression of simvastatin myotoxicity; actives 0.78% (n = 330,000); AID 602340; C2C12 myotubes + simvastatin, ATP luminescence, 48 h; scaled: DMSO 0, geranylgeraniol control 100; rescue of ATP level, % at 7.49 µM;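 active = mean ATP rescue above about 67%, or every replicate alone reaching that limit, limit read from the data, passing the limit was not always enough; inconclusive = no clear call, values can overlap the other calls; inactive = mean under the limit and some replicate under it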;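 also: myotubes were challenged with 10 µM simvastatin during compound exposure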
* hit, by the source's call; ? = inconclusive; / = no result given. Some of the compounds tested; rates above refer to the full screens.

Molecule,Cneo AK release,S100A4 MyoIIA,XiGFP reactiv,ERAP1 HTS inh,SIRT5 block,PGC1a acetyl inh,LGR2 inh,C2C12 statin
COC(=O)C[C@H]1CC[C@@H]2[C@H](COC[C@@H](O)CN2S(=O)(=O)c2cn(C)cn2)O1,4,-9,0.2,2,5,0,-40,6
C[C@H]1CN([C@@H](C)CO)C(=O)Cc2cc(NC(=O)C3CC3)ccc2O[C@@H]1CN(C)Cc1ccc(C(=O)O)cc1,5,14,0.0,-3,-2,-1,7,0
CCOC(=O)Cn1nc(C)c(NC(=O)COc2ccc(C)c(C)c2)c1C,/,0,0.0,/,0,0,-6,1
CC(NC(=O)c1ccc(F)cc1)C1CC2CCC1C2 (centres undefined),0,-5,0.0,2,-1,-2,16,-6
O=C1N/C(=N/O)S/C1=C/c1cccnc1,0,-16,0.1,-7,-1,5,-5,0
O=C(CSc1nnc(COc2ccc3c(c2)CCCC3)o1)Nc1ccc(F)cc1,1,6,/,-2,-6,18,0,11
O=C(NCc1ccccc1Cl)[C@H]1[C@H](CO)[C@H]2Cn3c(cccc3=O)[C@H]2N1C(=O)C1CCCC1,-4,-4,0.4,2,4,/,5,11
NS(=O)(=O)c1ccc(CCNC(=O)C(=O)NCC2OCCN2S(=O)(=O)c2cc(F)ccc2F)cc1 (centres undefined),-2,6,-0.1,3,-7,11,4,-8
C[C@H]1CN([C@@H](C)CO)C(=O)c2cccc(NS(=O)(=O)c3cccs3)c2O[C@H]1CN(C)S(=O)(=O)c1ccccc1,-1,-6,-1.1,0,4,-3,3,0
Cc1ccc(NC2CCCN(C(=O)CCn3nccc3C)C2)cc1C (centres undefined),-4,6,0.0,2,-3,/,-15,8
CC1Oc2ccccc2N(CC(=O)NCc2ccccc2)C1=O (centres undefined),/,1,0.3,1,-5,3,-17,/
O=C(NCC1CCCCC1)[C@@H]1[C@@H](CO)[C@@H]2Cn3c(ccc(C4=CCCC4)c3=O)[C@H]1N2,-4,-8,0.5,2,-25,/,3,6
CC(C)NC(=O)Nc1cccc2c1O[C@@H](CN(C)CC1CCCCC1)[C@H](C)CN([C@@H](C)CO)C2=O,/,2,0.4,0,4,-6,6,/
COc1ccc(C(O)c2nc(-c3cccc(F)c3)cs2)cc1 (centres undefined),-12,-4,-0.1,-1,/,6,/,24
CC(C)NC(=O)N(C)C[C@H]1OCCCC[C@@H](C)Oc2ccc(NS(=O)(=O)c3ccc(F)cc3)cc2C(=O)N([C@@H](C)CO)C[C@H]1C,-8,-13,-0.1,1,-4,-14,-3,/
CCN1C(=O)[C@@H]2[C@H](C1=O)[C@@H]1C(=O)Nc3ccccc3C(=O)N1[C@@H]2c1ccc(Br)cc1,8,-3,-0.4,/,/,/,1,0
CCCOc1ccc(S(=O)(=O)Nc2ccccn2)c2ccccc12,2,0,0.0,0,/,1,25,16
CCC1(CC)NC(=O)N(CC(=O)OCC(=O)NC(=O)c2ccccc2OC)C1=O,-5,-20,-0.1,0,-4,/,1,-6
CC(/C=C/c1cccc([N+](=O)[O-])c1)=N/NC(=O)c1cccnc1,-6,-3,0.5,8,2,2,-6,/
O=C(O)COc1ccccc1/C=N/NC(=O)CNC(=O)c1ccc(F)cc1,2,-1,0.0,-5,1,-4,-14,-1
CC(/C=C1\SC(=S)N(NS(=O)(=O)c2ccccc2)C1=O)=C\c1ccccc1,2,-1,0.0,/,7,-2,-3,5
O=C(C[C@@H]1CC[C@@H]2[C@H](COC[C@H](O)CN2C(=O)Nc2ccc(Cl)cc2)O1)N1CCCCC1,-8,9,-0.1,-2,-1,-1,-41,-1
COc1ccc(-c2[nH]ncc2CNC(C)c2cn(C)nc2C)c(F)c1 (centres undefined),/,1,0.2,-1,10,/,30,/
Cc1cccc(NNC(=O)C(=O)NNc2cccc(C)c2)c1,0,2,0.2,/,2,6,11,/
COc1ccccc1N1CCN(C(=O)c2ccccc2NC(=O)C2CCCCC2C(=O)O)CC1 (centres undefined),-2,-1,-0.4,-2,6,13,/,/
Cc1ccc(/C=N/NC(=O)c2ccc(-c3ccccc3)cc2)o1,3,1,0.3,0,-3,/,-6,-12
O=S1(=O)N[C@H](Cc2ccccc2)COc2cc(Br)ccc21,/,10,1.0,0,-10,/,9,/
CN(C(=O)COC(=O)c1sc2ccccc2c1Cl)C1CCCCC1,/,2,-0.1,-3,-1,/,-2,/
O=C(O)CC(c1ccc(C(F)(F)F)cc1)N1Cc2ccccc2C1=O (centres undefined),/,-1,0.3,8,-5,/,-6,/
C[C@@H]1CN([C@@H](C)CO)C(=O)Cc2cc(NC(=O)Cn3cnnn3)ccc2O[C@@H]1CN(C)Cc1ccc2c(c1)OCO2,0,5,0.0,-1,-2,3,0,6

Brought forward from above: 2 entries; new compounds follow.
Molecule,Cneo AK release,S100A4 MyoIIA,XiGFP reactiv,ERAP1 HTS inh,SIRT5 block,PGC1a acetyl inh,LGR2 inh,C2C12 statin
O=C(O)CC(c1ccc(C(F)(F)F)cc1)N1Cc2ccccc2C1=O (centres undefined),/,-1,0.3,8,-5,/,-6,/
C[C@@H]1CN([C@@H](C)CO)C(=O)Cc2cc(NC(=O)Cn3cnnn3)ccc2O[C@@H]1CN(C)Cc1ccc2c(c1)OCO2,0,5,0.0,-1,-2,3,0,6
Cc1ccc(C)c(S(=O)(=O)NC(Cc2c[nH]c3ccccc23)C(=O)O)c1 (centres undefined),/,2,0.0,-6,8,6,-4,6
CNC[C@H]1OCCCC[C@@H](C)Oc2ccc(NC(=O)NC(C)C)cc2C(=O)N([C@@H](C)CO)C[C@@H]1C,0,0,0.1,1,3,11,17,/
CC(C)/C=C/C(=O)N1CCC(N2CCC(C(=O)NCC3CCCO3)CC2)CC1 (centres undefined),-2,-5,0.0,-3,/,13,-3,0
C=CCNC(=O)[C@@H]1[C@H]2C(=O)O[C@H](c3ccccc3)[C@H](c3ccccc3)N2[C@H](c2ccccc2OCCO)[C@@]12C(=O)N(C(=O)OCCOC)c1ccc(C#Cc3ccc(OC)cc3)cc12,9,-4,/,2,-1,-2,/,/
C[C@H](CO)N1C[C@H](C)[C@@H](CN(C)CC2CC2)OCCCC[C@H](C)Oc2ccc(NC(=O)c3ccncc3)cc2C1=O,2,-4,0.3,1,-1,-1,0,-30
CCCC#Cc1ccc2c(c1)O[C@H](CN(C)C(=O)CC)[C@@H](C)CN([C@H](C)CO)S2(=O)=O,-2,10,0.3,-4,4,-2,4,-214
CC(=O)NC[C@H]1[C@H](c2ccc(-c3ccccc3)cc2)[C@H](CO)N1C(=O)C1CC1,2,-2,0.2,4,1,-4,-8,-13
COCCNC(=S)Nc1cccc2cnccc12,/,-2,0.3,/,-3,/,-1,7
O=C(Nc1ccc(N2CCN(Cc3ccccc3)CC2)cc1)c1ccco1,-1,1,0.0,5,-14,-7,-13,/
O=[N+]([O-])c1ccc(-c2nc(NCc3cccnc3)c3ccccc3n2)cc1,2,-7,0.0,-6,5,/,-9,-13
CN1C(=O)c2cc(NC(=O)Nc3ccccc3F)ccc2OC[C@H]2O[C@H](CC(=O)O)CC[C@@H]21,-1,/,0.3,/,/,-10,-12,-2
CCOC(=O)C1=C(c2ccccc2)NC(SC)=C(C#N)C1c1ccco1 (centres undefined),1,-3,/,1,1,-5,2,-33
O=C(C[C@H]1CC[C@@H]2[C@H](COC[C@@H](O)CN2S(=O)(=O)c2ccccc2)O1)NCc1ccc(-c2ccccc2)cc1,7,-18,0.1,-1,-3,-1,8,11
Cc1c(NC(=O)Nc2cccc(F)c2)c(=O)n(-c2ccccc2)n1C,-1,-4,-0.1,0,1,-3,2,1
O=C(NC1CCCc2ccccc21)c1ccccn1 (centres undefined),-4,-22,-0.1,-1,-4,-1,-3,47
CCOc1ccc(C(=O)C(CN2CCOCC2)c2ccccc2)cc1 (centres undefined),-4,/,4.6,/,/,32,20,92*
COc1ccc(-c2ccc3c(=O)cc(-c4ccsc4)oc3c2)cn1,-10,39,0.0,-3,/,/,-18,14
COc1ccc(NC(=O)CN(C)C(=O)CSCc2ccc(C)cc2)cc1,/,5,0.2,-9,0,/,-3,/
COc1nnc(-c2ccc(N3CCCCC3)c(NC(=O)COc3ccccc3)c2)c2ccccc12,/,-2,-0.1,-2,-8,5,1,/
CCS(=O)(=O)N1CCC2(CC1)CN(S(=O)(=O)c1ccc(C)cc1)[C@@H](CO)c1[nH]c3cc(OC)ccc3c12,/,-1,0.1,0,1,-4,7,/
O=C(C1CCC1)N1CCCCN2[C@H](CO)[C@@H](c3ccc(C#CC4CCCC4)cc3)[C@H]2C1,1,8,/,-2,9,11,/,/
CN(C)C(=O)CCc1ccc2c3c([nH]c2c1)[C@]1(C)[C@@H](C(=O)N2CCOCC2)C[C@H](CC(=O)NCCCn2ccnc2)C(=O)N1CC3,-2,2,0.0,-10,-3,/,?,6
C[C@@H]1CN([C@H](C)CO)C(=O)c2cc(NC(=O)C3CCCCC3)ccc2O[C@@H]1CN(C)Cc1ccccc1,-46,1,0.3,3,-3,/,-10,16
Brc1ccc2nc(N3CCCC3)sc2c1,-1,2,0.0,-3,-1,5,1,-13
O=C(CNC(=S)N(Cc1ccccc1)Cc1cccnc1)NC1CCCC1,0,1,0.0,-3,-3,1,/,/
O=C(O)C[C@H]1C[C@@H]2c3cc(NC(=O)C4CCOCC4)ccc3O[C@@H]2[C@H](CO)O1,/,-21,-0.1,-1,-5,2,-23,/

Compounds shown so far that contain a COOH group:
Molecule,Cneo AK release,S100A4 MyoIIA,XiGFP reactiv,ERAP1 HTS inh,SIRT5 block,PGC1a acetyl inh,LGR2 inh,C2C12 statin
C[C@H]1CN([C@@H](C)CO)C(=O)Cc2cc(NC(=O)C3CC3)ccc2O[C@@H]1CN(C)Cc1ccc(C(=O)O)cc1,5,14,0.0,-3,-2,-1,7,0
O=C(O)COc1ccccc1/C=N/NC(=O)CNC(=O)c1ccc(F)cc1,2,-1,0.0,-5,1,-4,-14,-1
COc1ccccc1N1CCN(C(=O)c2ccccc2NC(=O)C2CCCCC2C(=O)O)CC1 (centres undefined),-2,-1,-0.4,-2,6,13,/,/
O=C(O)CC(c1ccc(C(F)(F)F)cc1)N1Cc2ccccc2C1=O (centres undefined),/,-1,0.3,8,-5,/,-6,/
Cc1ccc(C)c(S(=O)(=O)NC(Cc2c[nH]c3ccccc23)C(=O)O)c1 (centres undefined),/,2,0.0,-6,8,6,-4,6
CN1C(=O)c2cc(NC(=O)Nc3ccccc3F)ccc2OC[C@H]2O[C@H](CC(=O)O)CC[C@@H]21,-1,/,0.3,/,/,-10,-12,-2
O=C(O)C[C@H]1C[C@@H]2c3cc(NC(=O)C4CCOCC4)ccc3O[C@@H]2[C@H](CO)O1,/,-21,-0.1,-1,-5,2,-23,/

Source: PubChem BioAssay (Broad Institute)
